CHRM5 PAM: positive allosteric modulators of human muscarinic M5 receptor | P08912 | activation, % at 3 µM | 360,000 compounds, 0.3% hits | CHO-K1 hM5, Fluo-8 calcium, ACh EC20 PAM; 0% = ACh EC20, 100% = ACh EC100;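 active = activation above the run cutoff, the mean activation of all test compounds plus 3 SD, cut at about 18% in these data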
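Probe or stimulus: acetylcholine, EC20 level; Assay system: human M5 receptor in CHO-K1 cells; Schedule: compound preincubation 140 s before EC20 acetylcholine addition; Technique: intracellular calcium via Fluo-8 fluorescence; Dosing: single-point, 3 µM nominal; Read-out basis: percent activation from peak-over-basal fluorescence ratio, scaled EC20-to-EC100 acetylcholine; Repeats: one well per compound, no replicates.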
CHRM4 antagonist: blocks acetylcholine activation of human M4 receptor; P08173; AID 624125; CHO-hM4 cells, ACh EC80, Fluo-8 calcium fluorescence; inhibition, % at 3 µM; 360,000 compounds, 0.73% hits;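 active = inhibition above its plate's cutoff, the mean inhibition of sample wells plus 3 SD, cut at about 27% in these data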;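 note: 0% = acetylcholine EC80 with DMSO and 100% = DMSO without agonist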
M5 ag: CHRM5 agonism in calcium assay; CHO-K1 hM5 cells, Fluo-8 calcium fluorescence; 0% DMSO wells, 100% maximal acetylcholine response; activation, % at 3 µM; 360,000 compounds, 0.19% hits;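 active = activation above the run's mean over test compounds plus 3 SD, cut at about 23% in these data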;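 note: signal is peak over basal fluorescence ratio across the kinetic read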
M4 ag: agonists of human muscarinic M4 receptor (CHRM4); 360,000 compounds, 0.14% hits; activation, % at 3 µM; P08173; AID 624127; CHO-K1 hM4/Gqi5, Fluo-8 calcium fluorescence; vehicle 0%, full acetylcholine response 100%;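 active = activation above the run mean over all test wells plus 3 SD, cut at about 32% in these data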;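 note: peak over basal fluorescence ratio per well then scaled between controls; 0% = DMSO wells and 100% = acetylcholine at EC100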
M1 antag: antagonists of human M1 muscarinic receptor; CHO-K1 hM1, Fluo-8 calcium fluorescence, ACh EC80 antagonist; inhibition, % at 3 µM; 360,000 compounds, 1.3% hits; AID 588852;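 active = percent inhibition above its own plate's cutoff, namely the mean of that plate's compound wells plus 3 SD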;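 note: peak over basal fluorescence ratio during 140 s after agonist addition; 0% = ACh EC80 plus DMSO and 100% = DMSO alone without agonist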
Target sequence (P11229 whole entry, looked up): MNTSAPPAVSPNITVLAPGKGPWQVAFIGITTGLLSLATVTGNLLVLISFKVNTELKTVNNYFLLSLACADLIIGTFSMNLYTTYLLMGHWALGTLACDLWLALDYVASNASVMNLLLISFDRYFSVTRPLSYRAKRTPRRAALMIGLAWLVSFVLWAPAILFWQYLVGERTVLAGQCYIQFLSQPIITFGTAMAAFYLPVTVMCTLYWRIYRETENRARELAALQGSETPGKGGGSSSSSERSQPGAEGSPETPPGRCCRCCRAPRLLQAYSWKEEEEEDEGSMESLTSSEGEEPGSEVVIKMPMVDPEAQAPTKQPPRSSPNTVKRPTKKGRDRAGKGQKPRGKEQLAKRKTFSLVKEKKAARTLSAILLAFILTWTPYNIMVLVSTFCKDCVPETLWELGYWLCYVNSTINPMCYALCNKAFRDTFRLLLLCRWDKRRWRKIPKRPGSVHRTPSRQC
TAAR1 agonist: human TAAR1 agonism; Q96RJ0; CHO RD-HGA16 TAAR1, Fluo-8 calcium fluorescence; vehicle wells 0%, saturating PEA agonist 100%; activation, % at 3 µM; AID 624467; 360,000 compounds, 0.99% hits;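 active = activation above the mean activation of all test compounds in the run plus 3 SD, cut at about 38% in these data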
Target sequence (Q96RJ0 whole entry, looked up): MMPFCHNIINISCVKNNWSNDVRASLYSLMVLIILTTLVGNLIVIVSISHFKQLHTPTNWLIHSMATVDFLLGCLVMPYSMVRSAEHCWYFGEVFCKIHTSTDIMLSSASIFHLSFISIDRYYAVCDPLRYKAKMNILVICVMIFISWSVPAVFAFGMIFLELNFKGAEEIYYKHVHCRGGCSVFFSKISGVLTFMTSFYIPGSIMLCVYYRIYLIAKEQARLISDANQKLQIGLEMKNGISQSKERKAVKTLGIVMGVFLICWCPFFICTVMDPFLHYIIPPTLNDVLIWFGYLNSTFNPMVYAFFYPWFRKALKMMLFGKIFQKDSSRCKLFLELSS
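test system = CHO RD-HGA16 cells carrying human TAAR1 plus Gα16 | schedule = 17-24 h seeding, 75 min 37 °C dye, 30 min RT | compound dosing = 3 µM single concentration | control set = DMSO and PEA EC100 | replicates = n 1 | signal = Fluo-8 fluorescence, 5 s baseline then 140 s kinetic read | measure = percent activation vs PEA EC100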
CHRM1 PAM: potentiates human M1 receptor response to acetylcholine; P11229; CHO-K1 hM1, Fluo-8 calcium fluorescence, ACh EC20; 0% = ACh EC20, 100% = maximal ACh; activation, % at 3 µM; 360,000 compounds, 0.088% hits; AID 588819; in the data active = activation above about 19%, passing the limit was not always enough
CHRM1 agonist: activates human CHRM1 receptor | P11229 | CHO-K1 hM1, Fluo-8 calcium fluorescence, agonist mode; 0% DMSO, 100% acetylcholine EC100 | activation, % at 3 µM | 360,000 compounds, 0.33% hits | AID 588814;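 active = activation above the run's mean compound activation plus 3 SD, cut at about 16% in these data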;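 note: peak over basal fluorescence ratio within a 140 s kinetic read after compound addition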
M5 antag: blocks acetylcholine activation of human M5 receptor | P08912 | CHO-hM5 cells, Fluo-8 calcium fluorescence, ACh EC80 | inhibition, % at 3 µM | 360,000 compounds, 0.59% hits | AID 624040;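 active = inhibition above a per-plate cutoff, the mean of that plate's test compounds plus 3 SD, cut at about 27% in these data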;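 note: 0% = acetylcholine EC80 with DMSO and 100% = DMSO without agonist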
The depositor's hits bear a star; . = no result given.

Molecule,CHRM1 PAM,CHRM1 agonist,CHRM4 antagonist,M1 antag,M5 antag,M5 ag,CHRM5 PAM,TAAR1 agonist,M4 ag
O=C(Nc1c(C(=O)Nc2ccccc2)cnn1-c1ccccc1)c1ccco1,6,-1,1,-29,3,2,-3,3,2
COc1ccc(CNC(c2ccccc2)c2ccc(Cl)cc2)cc1 (stereo unspecified),9,-7,-7,-17,0,-2,2,2,0
Cc1cccc2sc(NC(=O)C3CCCO3)nc12 (stereo unspecified),1,-8,-2,-3,0,2,0,3,1
O=C(Nc1cccnc1Cl)c1ccc(Cl)cc1,12,-2,-11,-15,0,0,-1,0,1
CC(=O)NC(c1cccc(F)c1)c1nc(-c2cc(F)cc(Cl)c2)cs1 (stereo unspecified),9,-2,-3,-16,-3,1,-3,1,1
O=C(COC(=O)/C=C/c1ccc(Cl)cc1)Nc1cccc(S(=O)(=O)NC2=NCCCCC2)c1,-10,-1,7,15,7,3,-10,9,9
Cc1ccc(-c2cc(-c3ccccc3C)[nH]n2)c(O)c1,-6,-3,4,11,0,-6,-4,20,0
O=C(Cc1cccs1)N1CCN(S(=O)(=O)c2ccc(F)c(F)c2)CC1,1,-6,8,-1,12,-6,-5,1,1
Cn1nnc2cc(NC(=O)Nc3cccc(C(F)(F)F)c3)ccc21,2,-1,9,2,12,2,-7,2,10
O=C(Cn1nc(-c2ccc3c(c2)OCCO3)ccc1=O)Nc1ccc(-n2cnnn2)cc1,7,-5,7,-2,10,-1,1,0,0

Other records.
Molecule,CHRM1 PAM,CHRM1 agonist,CHRM4 antagonist,M1 antag,M5 antag,M5 ag,CHRM5 PAM,TAAR1 agonist,M4 ag
O=C(Cc1ccccc1)NCCS(=O)(=O)N1CCN(c2cccc(Cl)c2)CC1,4,-1,-4,-4,0,6,0,3,8
COc1cccc(NC(=O)N2CCN(c3cccc(C)c3)C(C)C2)c1 (stereo unspecified),5,-2,7,-2,-5,-2,-2,2,5
COC(=O)c1ccc(C2C(C(=O)c3ccco3)=C(O)C(=O)N2c2cc(C)on2)cc1 (stereo unspecified),9,0,0,-12,-9,1,2,8,0
C=CCN1C(=O)N(CC=C)c2cccc3cccc1c23,1,-1,4,3,4,-5,2,-3,0
CC(C)CN(C(=O)COC(=O)C1=COCCO1)c1c(N)n(Cc2ccccc2)c(=O)[nH]c1=O,7,-1,-8,-13,-4,-3,5,2,1
Cc1c(NC(=O)COC(=O)CCC(=O)c2ccc(Cl)cc2)c(=O)n(-c2ccccc2)n1C,2,-10,-2,0,7,-2,-7,0,2
CC(=O)c1ccc(OCc2cc(C(=O)N(C)C(C)c3ccon3)no2)cc1 (stereo unspecified),-3,1,5,5,11,1,-10,3,5
Cc1nc2ccccc2c2oc(C(=O)NCCCN3CCCC3=O)cc12,2,-9,-10,-11,2,0,-7,0,1
O=C(COC(=O)c1cc(-c2cccs2)nn1-c1ccccc1)Nc1ccc(F)c([N+](=O)[O-])c1,-15,-9,12,12,8,-3,-13,7,6
COc1ccccc1CN(Cc1cc2cc3c(cc2[nH]c1=O)OCCO3)Cc1nnnn1Cc1ccco1,11,-6,-7,-10,-9,0,3,11,1

Following part.
Molecule,CHRM1 PAM,CHRM1 agonist,CHRM4 antagonist,M1 antag,M5 antag,M5 ag,CHRM5 PAM,TAAR1 agonist,M4 ag
O=C(C1CC1)N1CCc2cc(Br)cc(S(=O)(=O)N3CCCCCC3)c21,-2,-3,-4,0,9,-2,-10,4,4
OC[C@@H]1CN(Cc2ccccc2)C[C@H](n2cnc3c(NCc4ccc(F)cc4)ncnc32)O1,17,3,-9,-17,7,4,-5,4,7
CCc1cc(=O)[nH]c(SCCc2ccccc2)n1,-1,-1,-5,-2,-8,-1,0,.,0
CCN(Cc1ccccc1)C(=O)CCc1nc(CN2CCN(C(=O)c3ccc([N+](=O)[O-])cc3)CC2)no1,7,-3,-1,-12,7,-1,0,-1,2
O=C(CNC(=O)c1ccccc1)NCC(=O)OCC(=O)c1ccc(F)cc1,8,-5,10,-10,-4,3,1,0,1
O=C(Nc1ccc(S(=O)(=O)N2CCOCC2)cc1)c1ccc(Br)o1,5,-3,-7,5,-6,-2,-1,13,4
CCc1nc2c(OCCC3CCCCC3)cccn2c1N(C=O)Cc1ccc(OC)cc1,-2,-9,-3,-10,3,-3,-9,1,0
CC(C)(C)NC(=O)c1ccncc1,5,-1,-1,-9,3,-1,-10,8,1
O=C(O)CCC(=O)Nc1ccc(N2CCCCC2)c(C(=O)O)c1,4,-3,0,-6,-2,-2,0,6,0
O=C(CN1CCC(C(=O)c2ccc(F)cc2)CC1)Nc1ccccc1,-14,-4,0,17,-3,5,0,8,5

Next part.
Molecule,CHRM1 PAM,CHRM1 agonist,CHRM4 antagonist,M1 antag,M5 antag,M5 ag,CHRM5 PAM,TAAR1 agonist,M4 ag
N#C/C(=C\c1ccc[nH]1)C(=O)c1ccccc1,5,2,-11,-12,-1,0,-4,3,4
Cc1cccn2c(CNCCCn3ncc4ccccc43)c(C(=O)N3CCCCC3)nc12,4,-11,-7,-8,21,-3,-11,6,4
COc1ccc(CN2C(=O)CSCC2(C)C(=O)NCc2ccccc2)cc1 (stereo unspecified),.,.,-19,.,4,4,-3,5,10
O=C(Cc1c(F)cccc1Cl)NCCc1c[nH]c2ccccc12,8,1,-7,-7,6,-1,-3,3,2
Cc1ccc(C2=NCCn3nc4cc([N+](=O)[O-])ccc4c32)cc1,16,1,-4,-6,10,4,4,2,-1
O=C(O)c1ccc(NC(=O)c2ccccc2NC(=O)c2ccccc2Br)cc1,18,-1,-5,-15,-5,1,10,2,1
COCCCn1c(-c2ccccc2Cl)n[nH]c1=S,8,-2,6,-7,3,0,-1,2,0
COc1ccc(NC(C)=O)cc1NC(C)C(=O)Nc1ccccc1F (stereo unspecified),5,-1,7,-4,8,-6,2,5,1
CCN(C(=O)C(C)Sc1ccc(S(=O)(=O)N2CCOCC2)cn1)c1ccccc1 (stereo unspecified),-7,-3,-2,25,3,-3,9,7,5
Cc1c(C(=O)N2CCCC2)c(S(=O)(=O)Nc2ccccc2)c(C)n1C,-9,1,-16,14,9,-6,4,3,5

Next part:
Molecule,CHRM1 PAM,CHRM1 agonist,CHRM4 antagonist,M1 antag,M5 antag,M5 ag,CHRM5 PAM,TAAR1 agonist,M4 ag
COc1ccccc1CNCC(O)(c1ccc(Cl)cc1)c1ccc(Cl)cc1,-2,-5,-3,2,-2,-1,-3,14,2
Cc1cc(NC(=O)COc2ccc(Cl)cc2Cl)n(-c2ccccc2)n1,-1,-3,-6,0,6,-5,-11,2,2
O=c1c2ccccc2cnn1CCOc1ccccc1,6,-5,-3,-2,-4,-2,-3,0,0
CC(Oc1ccc(Cl)cc1)C(=O)Nc1nccs1 (stereo unspecified),6,-2,2,-6,3,-2,-7,17,0
COc1ccccc1-c1cnc(C(O)c2ccc(Cl)cc2C)[nH]1 (stereo unspecified),1,2,5,-3,-2,1,-2,8,4
COc1ccc(C(=O)NC2CC2)cc1OC1CCN(Cc2ccc(F)c(F)c2)CC1,0,-5,-16,0,2,-7,3,-1,0
COc1cc2c(cc1OC)C(c1cccc([N+](=O)[O-])c1)N(C(=O)c1ccc(F)cc1)CC2 (stereo unspecified),-2,-5,-28,8,-4,-5,-4,-5,-1
CCOC(=O)c1c(NC(=O)C(=O)N/N=C/c2ccccc2OC)sc2c1CCCCC2,3,0,1,-9,0,1,-4,1,4
Cc1ccc2c(Cl)c(C(=O)Nc3cc(C)on3)sc2c1,8,-2,7,4,-1,-1,-2,1,1
CC(C)(C)NC(=O)NC(=O)COc1ccc(Br)cc1Br,-7,-13,-4,6,-8,-3,-6,2,4

Carrying on.
Molecule,CHRM1 PAM,CHRM1 agonist,CHRM4 antagonist,M1 antag,M5 antag,M5 ag,CHRM5 PAM,TAAR1 agonist,M4 ag
NS(=O)(=O)c1ccc(CCNC(=O)C(=O)c2c[nH]c3ccccc23)cc1,-8,-4,1,17,4,1,-5,5,2
O=C(NCc1ccccc1)c1onc(CSc2ccc(F)c(F)c2)c1C(=O)NCc1ccccc1,1,-6,8,-6,5,2,3,5,1
CC(Oc1ccc2c(c1)c1ccnc3c4ccccc4c(=O)n2c13)C(=O)NCCN1CCOCC1 (stereo unspecified),8,-4,-17,-1,1,6,0,3,5
O=C1NC2=C(C(=O)CCC2)C(c2ccc3ncccc3c2)N1 (stereo unspecified),-10,-9,9,14,-4,-7,-1,11,0
CC1CC(=O)Nc2ccccc2N1C(=O)Cn1cnc2ccccc2c1=O (stereo unspecified),2,-3,2,5,14,3,-6,0,1
CS(=O)(=O)c1nc(S(=O)(=O)c2ccc(Cl)cc2)c(NCCN2CCOCC2)s1,13,-7,5,-15,1,-9,6,0,3
C[C@H](CO)N1C[C@H](C)[C@@H](CN(C)C(=O)Oc2ccccc2)OCc2cn(nn2)CCCC1=O,17,1,-12,-10,0,1,1,7,2
O=S(=O)(Nc1nc2ccccc2nc1Cl)c1ccc(Cl)cc1,-5,-4,4,8,1,1,-5,-1,2
CC(=O)c1ccc(-c2ccc(/C=C(/Sc3n[nH]c(C)n3)C(=O)O)o2)cc1,8,0,-2,-11,2,0,7,0,1
CC(C)(C)CC(C)(C)N=C1NS(=O)(=O)c2cc([N+](=O)[O-])ccc21,-8,0,-10,4,4,5,-10,12,17
COc1cccc(OC)c1NC(=O)c1ccc(-c2cc(Cl)ccc2Cl)o1,-6,-7,10,1,4,-1,-6,4,-2
CCOC(=O)c1ccc(NC(=S)NCc2ccc(F)cc2)cc1,-12,5,10,23,19,10,-26,9,20

A portion of the library; the hit share may differ from the screen's.
